Screens from PubChem BioAssay.
D3 antag – blocks the human D3 dopamine receptor | max response, negative = inhibition, % | D3R cells, DiscoveRx beta-arrestin luminescence, antagonist mode; hits give low values | 360,000 tested, 2.5% active | P35462 | AID 652054; in the data active = max response below about -50%; inconclusive = no clear call, values can overlap the other calls; also: % is scaled to controls: 0 for no effect and ±100 for the full control effect; mostly tested at two doses, the higher about 12 µM
Target sequence (P35462 whole entry, looked up): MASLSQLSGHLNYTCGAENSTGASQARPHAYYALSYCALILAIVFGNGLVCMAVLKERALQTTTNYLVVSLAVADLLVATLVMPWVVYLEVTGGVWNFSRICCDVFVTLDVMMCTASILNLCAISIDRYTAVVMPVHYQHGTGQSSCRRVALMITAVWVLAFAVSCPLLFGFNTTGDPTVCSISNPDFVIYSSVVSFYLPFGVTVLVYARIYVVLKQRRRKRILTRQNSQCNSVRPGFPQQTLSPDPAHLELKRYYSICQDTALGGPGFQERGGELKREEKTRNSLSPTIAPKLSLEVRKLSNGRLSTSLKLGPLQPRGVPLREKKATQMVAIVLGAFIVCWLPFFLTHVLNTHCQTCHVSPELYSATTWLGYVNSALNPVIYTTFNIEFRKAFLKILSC
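Cells plated overnight at 1500 cells/well, then exposed to library compounds with dopamine controls for 90 minutes at 37 degrees C. DiscoveRx reagent added for 30–60 minutes at room temperature; luminescence read, quantitative HTS format.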
EPAC2 ag – agonists of human EPAC2 (RAPGEF4); AID 720711; Q8WZA2; EPAC2 activation, biochemical qHTS; response scale: 100% = 6.5 mM cAMP response; 360,000 tested, 0.079% active; Potency, µM (doses to about 154 µM), without a hit: at the highest dose activation, actives largely listed as activators; also: potency is read from the fitted curve at half-maximal effect; nearly all actives have a fitted effect of over 50% in size
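Compounds were added across a concentration range to EPAC2 (100 nM), RAP1B-BODIPY-GDP (250 nM) and GDP (50 uM). After 5 min at room temperature, fluorescence was recorded at 5-min intervals for 30 min.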
aSyn yeast inh – inhibitors of alpha-synuclein toxicity in yeast. Yeast expressing alpha-synuclein, growth rescue, BacTiter-Glo, 24 h. Potency, µM (series often up to 46.1 µM), without a hit: at the top dose growth rescue (activation), usual class: activators. 370,000 tested, 0.14% active. AID 652106; also: potency is read from the fitted curve at half-maximal effect; % of control where 0% means no effect; nearly all actives have a fitted effect of over 65% in size
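Screening used galactose-induced yeast with toxic alpha-synuclein levels, exposed to compound for 24 hr at 30 deg C. Cell growth, read with BacTiter-Glo luminescence, gave the measured signal.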
EPAC2 antagonist – antagonists of human EPAC2. Q8WZA2. EPAC2 GEF exchange of Rap1B-BODIPY-GDP, fluorescence. 360,000 tested, 0.18% active. AID 720708. Potency, µM (series often up to 114 µM), inactives show top-dose activity, negative = inhibition, actives largely listed as inhibitors; also: potency is read from the fitted curve at half-maximal effect; % is scaled to controls: 0 for no effect and ±100 for the full control effect; nearly all actives have a fitted effect of over 45% in size; many of its hits are not listed in these tables
Abeta rescue – A-beta toxicity reversal in yeast. yeast expressing A-beta42, growth rescue, OD600, 48 h; response scale: 0% DMSO, 100% iron-clioquinol control. Potency, µM (titrated, usually from 46.1 µM), inactives show top-dose growth rescue, most hits filed as activators. 410,000 tested, 0.063% active. AID 1347071; also: potency is read from the fitted curve at half-maximal effect; nearly all actives have a fitted effect of over 55% in size
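Growth rescue measured by 600 nm absorbance after 48 h yeast culture at 30 C with compound. Values normalized between DMSO and an equimolar ferric chloride plus clioquinol control.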
D3 ag – agonists of human D3 dopamine receptor. 410,000 tested, 0.58% active. D3R DiscoveRx beta-arrestin cells, luminescence, 90 min. max activation, %. P35462; in the data active = max activation above about 30%; also: 0% is about no effect; mostly tested at two doses, the higher about 12 µM
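Agonist mode: compounds and dopamine controls were applied to plated cells for 90 min at 37 degrees C after an overnight attachment at 1500 cells/well. Luminescent read-out followed 30 - 60 minutes at room temperature with DiscoveRx detection reagent.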
TDP-43 yeast inh – TDP-43 toxicity inhibition in yeast | TDP-43 expressing yeast growth rescue, BacTiter-Glo, 24 h | Potency, µM (series often up to 46.1 µM), for inactives: at the top dose growth rescue (activation), most hits filed as activators | 410,000 tested, 1.8% active; also: potency is read from the fitted curve at half-maximal effect; % of control where 0% means no effect; nearly all actives have a fitted effect of over 50% in size
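Luminescence from BacTiter-Glo reports growth of TDP-43-expressing yeast after 24 hr at 30 deg C with compound. Cells were raffinose-pregrown to mid-log, then seeded in galactose medium at OD600=0.02.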
FUS suppressor – suppressors of FUS proteinopathy in yeast; Potency, µM (doses to about 76.6 µM), for the others: top-dose growth rescue (activation), hits mostly activators; 390,000 tested, 0.24% active; S. cerevisiae FUS-expressing, growth rescue, OD600, 24 h; AID 1347120;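 also: potency is read from the fitted curve at half-maximal effect; plate controls were DMSO vehicle for no effect and reference control for full effect; nearly all actives have a fitted effect of over 55% in size; some results filed as inactive show a strong effect at the top dose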
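Read-out: OD at 600 nm after 24hr at 30C, reporting rescue of FUS-induced yeast toxicity. Cells at OD 0.005 in galactose (2%) minimal medium; compounds tested in a dilution series; CP55940 titration from 92uM final as control.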
An asterisk follows results filed as active; ? = inconclusive; · = no result given; & = joins results of further samples; [ ] = another dose, or the depositor's remark. Unless noted, calls follow the shape of the dose curve; as a rule, active = well fitted curve in the direction sought with a large enough effect; inconclusive = small, poorly fitted or top-dose-only effect, or another doubt; inactive = no such curve, though single readings can be large; an effect the other way counts as inactive or inconclusive. This is a subset (hit frequency here may not be typical).

(1) Cc1nc(=O)c(-c2ccccc2)c(C)n1-c1ccccc1Cl
(2) COc1ccc(S(=O)(=O)Nc2cc3c4c(c2)CC(=O)N4CCC3)cc1
(3) CCOC(=O)Nc1ccc2c(CNC(C)c3ccccc3OC)cc(=O)oc2c1 (stereo not given)
(4) O=C1c2cccnc2Oc2ccc(Cl)cc2N1Cc1ccc(F)cc1
(5) CCc1ccc(C(=O)c2cn(CC(=O)NCCc3ccc(OC)c(OC)c3)c3nc(C)ccc3c2=O)cc1
compound no. | 1 | 2 | 3 | 4 | 5
D3 antag | -6.7 | -11.3 | -0.2 | 18.5 | ·
EPAC2 ag | 7.3% | -4.0% | 6.1% | 16.3% | ·
aSyn yeast inh | -8.0% | -2.2% | -2.6% | 0.0% | ·
EPAC2 antagonist | 3.7% | -12.9% | 3.4% | ? | ·
Abeta rescue | -4.8% | -9.6% | 3.7% | 16.7% | 1.0%
D3 ag | 3.8 | -8.0 | -5.8 | 11.9 | 6.0
TDP-43 yeast inh | 1.3% | -20.0% | -10.3% | 10.9% | 12.4%
FUS suppressor | 11.9% | 9.0% | ? | -1.7% | ?

(6) O=C(CN1C(=O)S/C(=C\C=C\c2ccccc2)C1=O)Nc1ccc(O)cc1
(7) CCN(CC)Cc1c(NC(=O)c2ccccc2)sc(C)c1C
(8) O=C(CNC(=O)c1ccco1)OCc1cccc(Cl)c1
(9) CCC(C(=O)OCC(=O)Nc1ccc(C(=O)Nc2ccc(OC)cc2)cc1)c1ccccc1 (stereo not given)
(10) CN1CCN(Cc2c(C(=O)N/N=C/c3cccc(Br)c3)nnn2-c2nonc2N)CC1
compound no. | 6 | 7 | 8 | 9 | 10
D3 antag | 13.5 | -12.9 | 12.5 | 11.7 | -9.6
EPAC2 ag | -1.0% | -1.3% | 5.8% | -5.2% | 3.1%
aSyn yeast inh | 1.4% | -2.8% | -10.0% | -0.2% | -4.4%
EPAC2 antagonist | -0.5% | -3.0% | -1.4% | -15.7% | -4.8%
Abeta rescue | 5.1% | -4.3% | 9.8% | -18.0% | -7.8%
D3 ag | 11.6 | 0.1 | -0.8 | 3.2 | 1.5
TDP-43 yeast inh | 4.7% | -10.8%[9.22 µM] | ? | 5.9% | 12.3%
FUS suppressor | 10.2% | 38.2% | 0.0% | 20.1% | -5.3%

(11) CCOc1ccc(NS(=O)(=O)c2ccc(C(=O)NCC3CCCO3)cc2)cc1 (stereo not given)
(12) Cc1cc(C)c2oc(C(=O)Nc3ccc(S(=O)(=O)N4CCC(C)CC4)cc3)cc(=O)c2c1
(13) CCOC(=O)C1=C(C)N(C)C(=O)NC1c1ccccc1OC (stereo not given)
(14) Cc1ccc(CC(CC(=O)NCCc2ccc3c(c2)OCO3)C(=O)O)cc1 (stereo not given)
(15) COC(=O)[C@@H]1C[C@@]2(O)[C@H](O)[C@H](O)[C@H](O)C[C@H]2N1Cc1cccc2ccccc12
compound no. | 11 | 12 | 13 | 14 | 15
D3 antag | -69.2* | 7.5 | 6.4 | -12.6 | 27.4
EPAC2 ag | 2.6% | 1.7% | 5.3% | 5.3% | 2.3%
aSyn yeast inh | 5.8% | -0.5% | 0.5% | · | 2.0%
EPAC2 antagonist | 1.8% | 1.7%[57.1 µM] | -1.6% | 3.9% | -2.9%
Abeta rescue | 4.3% | -3.1%&-6.5% | -11.9% | 17.2% | 6.3%
D3 ag | 2.8 | 8.0&1.3 | -4.6 | 6.9 | -5.9
TDP-43 yeast inh | 10.5% | 16.2%&8.2% | -17.1% | 13.9% | 15.4%
FUS suppressor | -6.8% | -24.6%&-13.6% | 12.1% | 5.4% | -25.8%

(16) CCOC(=O)c1c(C)[nH]c(C)c1S(=O)(=O)N1CCCC(C(=O)NCc2ccc(N(C)C)cc2)C1 (stereo not given)
(17) Clc1ccc(-n2c(SC/C=C/c3ccccc3)nnc2-c2cccnc2)cc1
(18) Cc1ccc(S(=O)(=O)N2CCN(CC(=O)N/N=C\c3ccncc3)CC2)cc1
(19) COc1ccccc1NC(=O)CN1C(=O)NC2(CCCc3ccccc32)C1=O (stereo not given)
(20) COc1ccc(NC(=O)NNC(=O)COc2ccc3cc(Br)ccc3c2)cc1OC
compound no. | 16 | 17 | 18 | 19 | 20
D3 antag | · | ? | -20.7 | -24.7 | -10.4
EPAC2 ag | · | 8.7% | 21.0% | 8.1% | 6.8%
aSyn yeast inh | · | 16.7% | -4.5% | ? | ?
EPAC2 antagonist | · | -6.3% | 5.2% | 5.4% | 2.6%
Abeta rescue | 2.2% | -9.0% | -5.7% | 0.6% | 7.9%
D3 ag | 7.2 | -3.6 | -7.0 | 0.9 | -4.0
TDP-43 yeast inh | 0.0% | ? | -11.0% | -0.7% | 0.0%
FUS suppressor | 8.1% | ? | -23.0% | 0.4% | 51.8%

(21) COc1ccc(CCNC(=O)CCNC(=O)c2ccc(Cl)cc2)cc1OC
(22) O=C(COc1ccc(Oc2ccccc2)cc1)NCc1cn2ccccc2n1
(23) CCc1cc(=O)oc2c(C)c(OC(C)C(=O)NCCCn3ccnc3)ccc12 (stereo not given)
(24) CCOc1cc(/C=C2/N=C(c3ccc(C(C)(C)C)cc3)OC2=O)cc(Cl)c1OS(C)(=O)=O
(25) COc1ccc(NS(=O)(=O)c2cccc(C(=O)NNC(=O)CNC(=O)c3ccc(C)cc3)c2)cc1
compound no. | 21 | 22 | 23 | 24 | 25
D3 antag | 9.0 | -5.5 | 7.4 | 8.9 | 0.8
EPAC2 ag | 1.7% | 6.3% | 1.5% | -4.4% | 2.2%
aSyn yeast inh | 4.6% | -1.2% | -0.9% | -0.9% | -0.3%
EPAC2 antagonist | 3.1% | -1.6% | -0.4% | 0.0% | 4.6%
Abeta rescue | 0.0% | -7.1% | 12.0% | 4.3% | 3.5%
D3 ag | 1.2 | -6.5 | -3.8 | -2.6 | -6.1
TDP-43 yeast inh | 9.8% | 7.2% | 5.7% | -6.0% | 12.6%
FUS suppressor | · | 7.0% | 11.3% | 42.1% | 0.1%

(26) COc1ccc(-c2onc(C)c2C)cc1S(=O)(=O)NCc1ccc(Br)cc1
(27) O=C(NCCO)c1cc([N+](=O)[O-])cc2c1C=Cc1ccccc1O2
(28) O=C(C1CC1)N1N=C(c2ccccc2)CC1(O)C(F)(F)F (stereo not given)
(29) Cc1ccc(C2NC(=O)c3n[nH]c(-c4cccs4)c32)cc1 (stereo not given)
(30) C[C@@H]1CN([C@@H](C)CO)C(=O)c2cccc(NS(C)(=O)=O)c2O[C@H]1CN(C)Cc1ccc(Oc2ccccc2)cc1
compound no. | 26 | 27 | 28 | 29 | 30
D3 antag | · | 6.7 | 15.6 | · | 5.9
EPAC2 ag | · | 4.6% | 4.8% | · | 5.0%
aSyn yeast inh | · | 0.1% | 4.3% | · | -2.1%
EPAC2 antagonist | · | -11.7% | -18.5% | · | -14.0%
Abeta rescue | -7.8% | -5.6% | 4.4% | -3.2% | 5.3%
D3 ag | -12.4 | -5.1 | 2.6 | 3.1 | -4.7
TDP-43 yeast inh | ? | 18.0%[9.22 µM] | 16.4% | 5.2% | -0.2%
FUS suppressor | -3.7% | 16.4% | -16.7% | -7.8% | ?

(31) Cc1ccccc1-c1nc(CN2CCC(C(=O)NCCN3CCOCC3)CC2)c(C)o1
(32) Cn1cc(CNCc2cnc3ccccn23)c(-c2ccc(Oc3ccccc3)cc2)n1
(33) O=S(=O)(c1ccccc1F)N1CCN(CCOc2ccccc2)CC1
(34) CN(CC(=O)Nc1ccccc1C(F)(F)F)CC(=O)N1CCCCCC1
(35) CC(C)OC(=O)N(C)C[C@@H]1OCc2cn(nn2)CCCC(=O)N([C@@H](C)CO)C[C@H]1C
compound no. | 31 | 32 | 33 | 34 | 35
D3 antag | 2.9 | -24.9 | -18.4 | 10.5 | 6.8
EPAC2 ag | -3.0% | 11.4% | 12.9% | -0.4% | -13.3%
aSyn yeast inh | 11.0% | -2.1% | -0.1% | 0.6% | -2.3%
EPAC2 antagonist | -13.4% | 1.2% | -1.0% | 4.1% | -13.5%
Abeta rescue | -2.7% | -7.8% | -10.6% | 1.8% | 8.3%
D3 ag | -4.9 | -10.0 | 1.9 | -3.6 | 3.1
TDP-43 yeast inh | -21.3% | -28.6% | 3.0% | 4.4% | 22.4%
FUS suppressor | -6.3% | 31.5% | -24.0% | · | 8.0%

(36) O=C(Nc1ccc2c(c1)OCO2)c1ccc(Br)s1
(37) CCOC(=O)CNS(=O)(=O)c1ccc(S(=O)(=O)NC2CC2)cc1
(38) COc1cccc(NC(=O)Cn2c(=O)n(-c3ccc(C)cc3)c(=O)c3ccccc32)c1
(39) O=c1cc(N2CCN(c3ccccc3Cl)CC2)[nH]c(=O)n1Cc1ccc(F)cc1
(40) Cc1c(CCC(=O)NCCc2ccccc2)c(=O)oc2c(C)c(O)ccc12
(41) Cc1cc(C(=O)COC(=O)c2ccco2)c(C)n1Cc1ccco1
(42) CCCn1c(=O)c(C(=O)N/N=C/c2ccccc2F)c(O)c2ccccc21
(43) Cc1ccc(NC(=O)C2CC(=O)Nc3ncnn32)cc1Cl (stereo not given)
compound no. | 36 | 37 | 38 | 39 | 40 | 41 | 42 | 43
D3 antag | 17.0 | 13.8 | · | ? | · | -9.5 | 2.6 | -3.3
EPAC2 ag | -6.0% | 5.6% | · | -1.0% | · | 14.0% | 5.3% | 0.3%
aSyn yeast inh | -22.7% | 6.2% | · | -5.2% | · | -0.4% | 4.4% | -6.4%
EPAC2 antagonist | 1.4% | -2.1% | · | 3.1% | · | 7.0% | -8.7% | -1.3%
Abeta rescue | -19.4% | 4.0% | 1.7% | -16.5% | -6.9% | -10.9% | -19.8% | 5.3%
D3 ag | -3.8 | 3.1 | 11.8 | -13.5 | -12.8 | -4.7 | 6.9 | 5.8
TDP-43 yeast inh | -11.5% | -4.0% | 26.0% | -11.9% | 5.3% | -16.4% | -24.1% | -6.7%
FUS suppressor | 12.4% | 1.3% | 18.0% | 8.0% | -17.1% | 15.5% | -9.3% | 42.6%

Record cards, from the list above.
Profile of CCOC(=O)CNS(=O)(=O)c1ccc(S(=O)(=O)NC2CC2)cc1 = D3 antag = 13.8; EPAC2 ag = 5.6%; aSyn yeast inh = 6.2%; EPAC2 antagonist = -2.1%; Abeta rescue = 4.0%; D3 ag = 3.1; TDP-43 yeast inh = -4.0%; FUS suppressor = 1.3%
Profile of COc1cccc(NC(=O)Cn2c(=O)n(-c3ccc(C)cc3)c(=O)c3ccccc32)c1 = D3 antag = ·; EPAC2 ag = ·; aSyn yeast inh = ·; EPAC2 antagonist = ·; Abeta rescue = 1.7%; D3 ag = 11.8; TDP-43 yeast inh = 26.0%; FUS suppressor = 18.0%
